aSyn yeast rescue: qHTS of alpha-syn Inhibitors: NCGC Sytravon Library Screen. Potency, µM (highest dose often 46.1 µM), without a hit: at the highest dose growth rescue (activation), usual class: activators. AID 1347070, 2019. actives 0.02% (n = 94,000). S. cerevisiae alpha-synuclein toxicity rescue, BacTiter-Glo growth, 24 h; active = well fitted activation curve with a large enough effect; inconclusive = small, poorly fitted or top-dose-only effect; note: 0% is about no effect
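Growth restoration measured by BacTiter-Glo luminescence after 24 hr at 30 deg C; alpha-synuclein yeast, raffinose-pregrown to mid-log, were added at OD600=0.02 in galactose medium onto pinned compounds.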
Numbers without * were called inactive; u = inconclusive; [ ] = another dose, or the depositor's remark. Potency is the fitted concentration of half-maximal effect. This is a subset (hit frequency here may not be typical).

SMILES | aSyn yeast rescue
COC(=O)C1(C)CCc2cc(OC)ccc2C1=O (stereo unspecified) | -0.1%
O=C(Nc1ccc(NC(=O)c2ccc(Cl)cc2Cl)cc1)c1ccc2c(c1)OCO2 | 6.8%
Clc1cccc(N2CCN(c3c4c(nc5nncn35)CCC4)CC2)c1 | 0.1%
Cc1ccc(S(=O)(=O)N2CCN(C(=O)c3cccs3)CC2)cc1C | 8.9%
CCn1c(=O)c2cc(C(=O)NCCCN3CCC(C)CC3)sc2c2ccccc21 | -7.5%
CCC(=O)N1CCc2cc(Br)cc(S(=O)(=O)CCC(=O)Nc3cccc(CC)c3)c21 | -8.5%
Cc1oc(-c2ccc(Cl)cc2)nc1CS(=O)CC(=O)NCc1cccs1 (stereo unspecified) | -5.9%
CN(C(=O)C1CCN(S(=O)(=O)c2ccccc2)CC1)c1c(N)n(Cc2ccccc2)c(=O)[nH]c1=O | 1.2%
Cc1cc(NC(=O)COC(=O)c2cc([N+](=O)[O-])ccc2N2CCOCC2)ccc1Br | 4.4%
COc1ccc(NC(=O)C(C)Sc2cc(-c3ccccc3)nc(C)n2)cc1Cl (stereo unspecified) | 7.3%
Cc1ccnc(NC(=O)CNC(=O)COc2ccccc2)c1 | -8.1%
CC(=O)Nc1c(C)cc(OCC(=O)O)cc1C | -4.8%
COc1ccc(CN(C)C(=O)C2CSC3(C)CCC(=O)N23)c(OC)c1 (stereo unspecified) | 8.5%
CCC(=O)N1CCc2cc(Br)cc(S(=O)(=O)CCC(=O)N3CCN(c4ccccc4OC)CC3)c21 | -4.8%
Cc1cccc(C(c2sc3nc(-c4ccco4)nn3c2O)N2CCN(c3ccccc3)CC2)c1 (stereo unspecified) | 2.5%
Nc1ncc(Br)cc1Br | 2.3%
COc1cccc(C(=O)N2CCc3c([nH]c4ccccc34)C2c2ccc(SC)cc2)c1 (stereo unspecified) | -4.3%
N#Cc1c(Nc2ccccc2Cl)s[nH]c1=O | u
Oc1ccccc1-c1nc2ccccc2nc1-c1ccccc1 | 12.4%
CC1NC(=O)c2cccnc2-n2c1nc1cc(F)ccc1c2=O (stereo unspecified) | 7.7%
COC(=O)c1ccccc1NC(=O)Cn1nnc2sc(-c3ccccc3)cc2c1=O | -5.2%
O=C(Nc1cc(Cl)ccc1-n1cncn1)c1cc(F)cc(F)c1 | 0.0%
Cc1ccccc1CN1C(=O)CS/C1=N/N=C/c1ccco1 | 9.1%
CC(C)OC(=O)c1c(-c2ccccc2)c(-c2ccccc2)nn(C)c1=O | -27.5%
CCC(=O)N1CCc2cc(S(=O)(=O)CCC(=O)NCc3ccc(OC)cc3)ccc21 | -7.0%
C[C@H]1CN(c2ccccc2)C(=O)[C@@H]1CC(=O)Nc1ccc(Br)cc1 | 0.6%
CNCCOc1ccccc1OC(C)C | 0.6%
CCN(CC)S(=O)(=O)c1ccc2c(c1)N(CC(=O)Nc1c(C)cccc1C)C(=O)C1CCCN21 (stereo unspecified) | 0.8%
CN(C(=O)COC(=O)C1CCN(S(=O)(=O)c2c(Cl)cccc2Cl)CC1)C1CCS(=O)(=O)C1 (stereo unspecified) | -2.3%
CCOc1ccc(CNC(=O)C2Cc3cc(S(=O)(=O)N4CCCCCC4)ccc3N2C(C)=O)cc1 (stereo unspecified) | 1.6%
Cc1cc(S(=O)(=O)N2CCN(Cc3noc(CCC(=O)N4CCCCC4)n3)CC2)ccc1F | 1.2%
Brc1cc(Cc2nnc(-c3ccccc3)o2)c(Br)s1 | 3.5%
COc1cc(OC)c(NC(=O)c2cc(CN3CCOCC3)on2)cc1Cl | 5.6%
COc1ccc(NC(=O)CC2C(=O)N(c3cccc(C)c3)C(=O)N2C2CCCCC2)cc1 (stereo unspecified) | -4.9%
Nc1c(-c2nc(-c3ccccc3Cl)no2)nnn1-c1ccccc1C(F)(F)F | -9.5%
CCCSc1ncc(Cl)c(C(=O)Nc2ccc(CC)cc2)n1 | 6.6%
COc1ccc(-n2cc(C(=O)OCc3ccc(Cl)cc3)c3ccccc3c2=O)cc1 | 2.0%
Cn1cc(CN2CCC[C@H]2CO)c(-c2cccc(Cl)c2)n1 | -7.0%
CCc1ccc(NC(=O)CSc2nc3c(sc4ccccc43)c(=O)n2CCN(CC)CC)cc1 | -7.0%
COc1ccc(NS(=O)(=O)c2cc(NS(=O)(=O)c3cccs3)ccc2C)cc1 | -4.8%

Fetched one by one from the list above, two records:
SMILES | aSyn yeast rescue
Cn1cc(CN2CCC[C@H]2CO)c(-c2cccc(Cl)c2)n1 | -7.0%
Brc1cc(Cc2nnc(-c3ccccc3)o2)c(Br)s1 | 3.5%

More records
SMILES | aSyn yeast rescue
COc1ccc(N2CCN(C(=O)c3cc(-c4ccc(C)c(F)c4)on3)CC2)cc1 | -8.2%
Cc1ccc(-c2noc(-c3ccccc3NC(=O)C3CC(=O)N(c4ccccc4C)C3)n2)cc1 (stereo unspecified) | -10.2%
CC(C)C(=O)N1CCN(c2ccccc2N)CC1 | 2.4%
CCOC(=O)c1cc2c(=O)n3ccccc3nc2n(C)c1=NC(=O)c1cc2ccccc2o1 | 1.2%
C=CCN(c1ccccc1)S(=O)(=O)c1cccc(C(=O)NCc2ccncc2)c1 | 8.5%
CNC(=O)c1ccccc1Sc1ccccc1C#N | -1.4%
Cc1ccccc1N1CC(C(=O)Nc2ccc(Br)cc2)CC1=O (stereo unspecified) | 4.0%
N/C(Cc1nc2ccccc2s1)=N\O | 0.1%
CC1CCCN(C(=O)COC(=O)Cc2c(F)cccc2Cl)C1 (stereo unspecified) | -5.6%
COc1ccc(/C=N/NC(=O)c2cccnc2)cc1COc1ccc(NC(C)=O)cc1 | 12.5%
CCN(CC)S(=O)(=O)c1cc(NC(=O)CSc2nccn2C)ccc1C | -3.6%
COc1ccc(C(c2sc3nc(C)nn3c2O)N2CCC(O)CC2)cc1OC (stereo unspecified) | 2.8%
CCOc1cc(C(=O)NCCc2csc3nc(-c4ccc(C)cc4)nn23)cc(OCC)c1OCC | 7.1%
Cc1ccc(Nc2ncnc3c2cnn3-c2ccccc2)c(C)c1 | 7.1%
O=C1CS(=O)(=O)C2(C(=O)N(Cc3ccccc3)c3ccccc32)N1c1ccccc1 (stereo unspecified) | -5.1%
Cc1cc(-c2csc(NC(=O)c3ccc(C#N)cc3)n2)c(C)n1Cc1ccco1 | 0.3%
Cc1cc(C)c([C@@H]2C[C@H]3CN(C4CCCC4)C(=O)[C@]34CCCN24)c(-n2cccn2)c1 | -1.2%
CC(C)CCNc1nc(Nc2ccccc2)c2cnn(C)c2n1 | -11.1%
COC(=O)CSc1ccc2nnc(CCNS(=O)(=O)c3ccc(C)cc3)n2n1 | 1.4%
COc1cccc(-n2c(-c3ccccc3F)nc3c(cnn3-c3ccc(C)cc3)c2=O)c1 | -25.7%

Some of these compounds in order of length of the SMILES, high to low:
SMILES | aSyn yeast rescue
Cc1cc(C)c([C@@H]2C[C@H]3CN(C4CCCC4)C(=O)[C@]34CCCN24)c(-n2cccn2)c1 | -1.2%
CCOc1cc(C(=O)NCCc2csc3nc(-c4ccc(C)cc4)nn23)cc(OCC)c1OCC | 7.1%
O=C1CS(=O)(=O)C2(C(=O)N(Cc3ccccc3)c3ccccc32)N1c1ccccc1 (stereo unspecified) | -5.1%
Cc1cc(-c2csc(NC(=O)c3ccc(C#N)cc3)n2)c(C)n1Cc1ccco1 | 0.3%
COC(=O)CSc1ccc2nnc(CCNS(=O)(=O)c3ccc(C)cc3)n2n1 | 1.4%
Cc1ccc(Nc2ncnc3c2cnn3-c2ccccc2)c(C)c1 | 7.1%

Further records:
SMILES | aSyn yeast rescue
COc1ccc(-c2nn(C)c3sc(C(=O)Nc4cccc(F)c4)cc23)cc1OC | -5.5%
Cc1ccc(N(Cc2cccs2)C(=O)Nc2cccc(Cl)c2)cc1 | 4.3%
COc1ccc(NC(=O)NC(C)c2c(-n3cccc3)sc(C)c2C)cc1OC (stereo unspecified) | 17.7%
O=C(COC(=O)c1ccc([N+](=O)[O-])o1)Nc1ccc2c(c1)OC(F)(F)O2 | -58.4%[inhibitor]
O=C1CC(SC(=S)C2CCCC2=O)C(=O)N1 (stereo unspecified) | -4.9%
COc1cccc(C(=O)NCCCNC(=O)c2ccco2)c1 | -10.3%
Cc1ccc(-n2ncc3c(Nc4ccccc4C)ncnc32)cc1 | 6.2%
O=C(Oc1cccc(C(=S)N2CCOCC2)c1)c1ccccc1 | 1.8%
O=C(COc1ccccc1)Nc1ncn[nH]1 | -4.2%
COc1ccc(CNC(=O)COC(=O)/C=C/c2ccc(Cl)cc2)cc1 | -1.6%
COc1cc(=O)oc(-c2ccccc2)c1C(C)=O | 0.7%
COc1ccc(NC(=O)C(=O)NCCc2sc(-c3ccc(Cl)cc3)nc2C)cc1 | -2.3%
CCOC(=O)Cc1csc(-n2sc3ccccc3c2=O)n1 | -27.0%
Cn1c(=O)[nH]c2cc(-c3noc(-c4ccc(Br)cc4)n3)ccc21 | -2.2%
Cc1ccc(NC(=O)CN(C)C(=O)c2cc(-c3ccco3)nc3ccccc23)cc1 | -13.6%
O=C(Nc1ccccc1)N(Cc1cccc(Cl)c1)c1ccccn1 | 2.1%
CN1N=C(C(F)(F)F)CC1=O | -6.5%
CC1CCCN(Cc2nc3c(c(=O)n(C)c(=O)n3C)n2Cc2ccc(Cl)cc2Cl)C1 (stereo unspecified) | 5.6%
CC(C)c1ccc(S(=O)(=O)N2CCC(n3c(C(F)(F)F)nc4cccnc43)CC2)cc1 | 4.3%
CCc1ccc2oc(C(=O)Nc3nc(-c4ccccc4)ns3)c(C)c2c1 | -1.7%

The list goes on; it opens with the two that closed the last part.
SMILES | aSyn yeast rescue
CC(C)c1ccc(S(=O)(=O)N2CCC(n3c(C(F)(F)F)nc4cccnc43)CC2)cc1 | 4.3%
CCc1ccc2oc(C(=O)Nc3nc(-c4ccccc4)ns3)c(C)c2c1 | -1.7%
CN(C)c1ccc(CNC(=O)c2ccc(Cn3c(=O)c4cccn4c4cccnc43)cc2)cc1 | 2.0%
CC(C)(C)c1ccc(C(=O)NCCCNC(=O)c2cccnc2)cc1 | 4.5%
COc1cc(OC)c(NC(=O)c2c(C)oc3ncn(C)c(=O)c23)cc1Cl | 3.8%
O=C(Cn1ncc2c3ccccc3n(Cc3cccc(Cl)c3)c2c1=O)N1CCCCCC1 | u
CC1CCc2nc(NC(=O)c3cc(C(C)(C)C)nn3C)sc2C1 (stereo unspecified) | -18.6%
Cc1ccc2nc(NCc3ccccc3)c3nnnn3c2c1 | -6.3%
CCOc1ccc(CN2C(=O)c3ccccc3C2=O)cc1C(=O)O | 10.2%
COc1cc(-c2cc(OC)c3c(C)oc(C)c3c(=O)c2)ccc1OC(=O)c1ccccc1C | -13.2%
Cc1ccc(S(=O)(=O)NCCC(=O)N2CCN(S(=O)(=O)c3cccc(F)c3)CC2)cc1C | 11.7%
N#Cc1cn(CC(=O)O)c2ccccc12 | 0.4%
CC(CNC(=O)CCCn1c(=O)c2cccn2c2ccc(F)cc21)c1ccccc1 (stereo unspecified) | u
C[C@@H]1CCCCO[C@H](CN(C)Cc2ccc(C(F)(F)F)cc2)[C@H](C)CN([C@@H](C)CO)C(=O)c2cc(NC(=O)Cc3ccccc3)ccc2O1 | -12.3%
CCNC(=O)COC(=O)c1cc(S(=O)(=O)N2CCCc3ccccc32)ccc1Cl | 10.7%
CCC(=O)Nc1ccccc1-c1nc2ccccc2n(CC(=O)Nc2ccc(C)c(C)c2)c1=O | -7.5%
Cc1cc(C)c(S(=O)(=O)N2CCN(Cc3nc4ccc(C)cc4o3)CC2)c(C)c1 | u
O=C(Cn1cc(S(=O)(=O)N2CCCC2)c(S(=O)(=O)N2CCCC2)c1)Nc1cccc(F)c1 | 4.1%
COc1ccccc1C(CNC(=O)C(CCSC)NC(=O)c1ccccc1Cl)N1CCCC1 (stereo unspecified) | 0.5%
CC(C)NC(=O)N1[C@H](c2cccs2)[C@@H](C)C(=O)[C@@H](C)[C@@H]1c1cccs1 | 0.9%
Cn1c(=O)n(C)c2cc(N3CCCCC3)c(NC(=O)Nc3ccc(Br)cc3)cc21 | -4.9%
COc1cccc(-c2nc(CS(=O)(=O)CC(=O)NCc3ccccc3)c(C)o2)c1 | 5.2%
CC1=C(C(=O)N2CCN(c3ccc(Cl)cc3)CC2)C2(CCC(C)CC2)OC1=O (stereo unspecified) | 4.4%
COc1cc(C(=O)NCC2CCCN2S(=O)(=O)c2cccs2)cc(OC)c1OC (stereo unspecified) | 6.3%
CCn1cc(C(=O)O)c(=O)c2cc(F)c(N3CCN(C(=S)NC(=O)c4ccccc4F)CC3)cc21 | -8.5%
COc1ccc(O)c(C2(O)C(=O)c3ccccc3C2=O)c1 | 4.1%
C/C(=N\NC(=S)NCc1ccccc1)c1ccc(Br)cc1 | 6.4%
CCCN(CC(=O)Nc1ccccc1OC)C(=O)c1cnc(Cl)c(Cl)c1 | -0.1%
COc1ccc(NS(=O)(=O)c2ccc(C)c(C(=O)N(C)CCc3ccc(OC)c(OC)c3)c2)cc1 | -6.4%
CCC(=O)NC(C)C(c1cccs1)N1CCN(Cc2ccccc2)CC1 (stereo unspecified) | -8.2%
COc1ccccc1-c1nnc(NC(=O)C(C)SC2=NCCS2)s1 (stereo unspecified) | 1.3%
Cc1ccc([C@H]2C[C@H](O)[C@@H](n3cc(-c4ccc(F)cc4)nn3)CN2CC2CCCCC2)cc1 | -3.6%
Clc1ccc(/C=C/c2ncc3ccccn23)cc1 | -10.9%
CCOC(=O)c1cccc(NC(=O)N2CCC(CN3CCc4ccccc4C3)CC2)c1 | 1.3%

High-throughput results deposited in PubChem by National Center for Advancing Translational Sciences (NCATS).
